# High-throughput results from PubChem BioAssay.
# GPR55 beta-arrestin: GPR55 agonists via beta-arrestin recruitment, primary screen, imaging, U2OS cells, beta-arrestin-GFP redistribution (AID 1961) | U2OS GPR55 beta-arrestin-GFP redistribution imaging; higher % means a stronger effect | activation, % at 10 µM; hits with a dose series show EC50 in µM | 290,000 compounds, 0.048% hits;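 active = activation above 40% with more than 50 cells counted in the well; inconclusive = wells holding fewer than 50 cells, flagged as toxic or sparse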;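 note: U2OS osteosarcoma cells stably expressing GPR55 and beta-arrestin-GFP; plate controls were DMSO negative control for no effect and LPI positive control for full effect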
# T cell modulator: T cell immune modulators affecting CD8 T cell-vesicle binding. 2C CD8+ T cell-vesicle binding, flow cytometry; stronger effect = lower value. calls only at 7 µM. 330,000 compounds, 0.068% hits. AID 2052;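 active = response, share of CD8 T cells binding vesicles, and their 90th percentile fluorescence all below set limits, cut at about 80% in these data, passing the limit was not always enough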
#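 System: murine 2C transgenic CD8+ T lymphocytes; also added: QL9-loaded Drosophila micro-vesicles; times: binding 1.5 h at 37 °C; measured by: flow cytometry, PE anti-B7-1 (FL2) versus Alexa647 anti-CD8 (FL8), PFA-fixed; control set: Peptide-free naked vesicles (low) and QL9 vesicles with 0.7% DMSO vehicle (high)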
# Myeloid diff MLP: myeloid differentiation induction; ER-HoxA9 myeloid progenitors, lysozyme-GFP differentiation, flow cytometry; calls only at 10 µM; 360,000 compounds, 1% hits; AID 624256;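 active = normalized GFP-positive differentiation at or above the plate's own cutoff, the solvent-only control mean plus 3 SD; inconclusive = no clear call, values can overlap the other calls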;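 note: cells exposed to compound for four days before flow analysis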
# KOR beta-arrestin-1: KOR agonists, beta-arrestin recruitment, primary screen, cell-based, luminescence, uHTS (AID 1777); KOR beta-arrestin recruitment, luminescence; higher % means a stronger effect; 280,000 compounds, 0.02% hits; one-dose activation, % at 10 µM; EC50 in µM for titrated hits; in the data active = activation above about 50%, passing the limit was not always enough; note: a part of the inactive calls stands beside numbers as strong as those of hits
# HEK293 NOD2/NF-kB: NOD2 signaling inhibitors, cell-based, luminescence, uHTS, HEK293 (AID 1566). HEK293 NOD2/NF-kB luciferase reporter, luminescence; higher % means a stronger effect. one-dose inhibition, % at 4 µM; EC50 in µM for titrated hits. 290,000 compounds, 0.63% hits; note: many of its hits are not listed in these tables
# KOR beta-arrestin-2: KOR antagonists, beta-arrestin recruitment, cell-based, luminescence, uHTS (AID 1778) | inhibition, % at 10 µM; hits with a dose series show IC50 in µM | 290,000 compounds, 0.091% hits | KOR beta-arrestin recruitment, luminescence, antagonist mode; higher % means a stronger effect; note: strong numbers were not always called active
# GPR55 LPI antagonism: inhibition of LPI-stimulated GPR55 beta-arrestin translocation – imaging, U2OS, beta-arrestin-GFP, LPI agonist, primary screen (AID 2013). U2OS GPR55 beta-arrestin-GFP translocation imaging, LPI antagonism; higher % means a stronger effect. inhibition, % at 10 µM, or IC50 in µM where a hit was titrated. 290,000 compounds, 0.13% hits;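 active = spots per cell inhibited over 60%, with over 100 cells counted and total cytoplasm intensity under 500,000; inconclusive = wells with under 100 cells, flagged as likely toxic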;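 note: U2OS cells stably carrying GPR55 and arrestin-GFP stimulated by 5 µM LPI near EC80; imaged beta-arrestin-GFP aggregate spots per cell after agonist stimulation; plate controls were LPI-stimulated DMSO wells for no effect and DMSO wells without LPI for full effect; some results filed as inactive read as strong as hits; confirmed hits need IC50 under 10 µM and bright autofluorescent wells are also inconclusive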
# NOD1 NF-kB reporter: NOD1 signaling inhibitors, primary screen, cell-based, luminescence, uHTS (AID 1578). 290,000 compounds, 1% hits. one-dose inhibition, % at 4 µM; EC50 in µM for titrated hits. NOD1-driven NF-kB luciferase reporter cells, luminescence; higher % means a stronger effect; in the data active = inhibition mostly above about 36%, no sharp cut-off; inactive = mostly below about 34%;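 note: HEK-293T reporter cells stimulated with the NOD1 agonist gamma-tri-DAP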
# NTR1 ag: agonists of NTR1, primary screen, imaging, U2OS cells, beta-arrestin-GFP, high content (AID 493036) | P30989 | NTR1-U2OS beta-arrestin-GFP spot imaging, agonist mode | activation, % at 20 µM | 330,000 compounds, 0.17% hits;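 active = activation at or above 40% of the spot to cytoplasm intensity ratio, with at least 20 cells analyzed; inconclusive = wells under 20 cells, flagged as cytotoxic or low count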;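 note: 0% = DMSO without peptide and 100% = 100 nM NTR1 peptide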
# Target sequence (P30989 whole entry, looked up): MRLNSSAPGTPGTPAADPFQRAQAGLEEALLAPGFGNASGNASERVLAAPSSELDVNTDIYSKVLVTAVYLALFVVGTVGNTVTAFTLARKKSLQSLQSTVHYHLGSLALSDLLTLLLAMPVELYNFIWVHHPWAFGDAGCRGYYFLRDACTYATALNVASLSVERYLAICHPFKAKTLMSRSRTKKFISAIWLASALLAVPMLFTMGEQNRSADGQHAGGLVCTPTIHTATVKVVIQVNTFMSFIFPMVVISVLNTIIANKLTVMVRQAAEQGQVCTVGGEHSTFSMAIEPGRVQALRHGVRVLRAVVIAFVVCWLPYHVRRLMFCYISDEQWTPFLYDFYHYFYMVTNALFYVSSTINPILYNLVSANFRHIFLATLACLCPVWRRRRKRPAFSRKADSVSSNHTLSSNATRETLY
# T cell modulator vesicle-bound %: also measured in T cell modulator; calls as there; double positive events, %; measured here: CD8+ vesicle-bound cell fraction;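 binding gate set so that unloaded-vesicle control wells show 10% double positive cells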
# NTR1 ag cell count 20 µM: second read-out of NTR1 ag, no call of its own (marks repeat the call); cell count; measured here: cell count, cytotoxicity flag
# Myeloid diff MLP GFP+ MAC1+ %: also measured in Myeloid diff MLP; calls as there; GFP+ MAC1+ double positive, %; measured here: differentiation confirmed by MAC1 staining
# An asterisk follows results filed as active; i = inactive; ? = inconclusive; / = not tested or not shown; + = active, no number; [ ] = dose if it differs, or a comment. Cut-off read from the data, not from the text of the source, unless noted: active = inhibition above about 50%; inactive = the rest. A portion of the library. The share of hits here may be higher or lower than overall.
SMILES,GPR55 beta-arrestin,T cell modulator,T cell modulator vesicle-bound %,Myeloid diff MLP,Myeloid diff MLP GFP+ MAC1+ %,KOR beta-arrestin-1,HEK293 NOD2/NF-kB,KOR beta-arrestin-2,GPR55 LPI antagonism,NOD1 NF-kB reporter,NTR1 ag,NTR1 ag cell count 20 µM
Cc1ccc(/C=N/NC(=O)c2cccc([N+](=O)[O-])c2)o1,-0.6%,i,44,i,1.2,-0.3%,-3%,10%,4%,-34%,/,/
CCN1CCN(c2cc(C)c3cc(NC(=O)CCC(=O)N4CCN(c5ccccc5)CC4)ccc3n2)CC1,0.2%,i,34,i,2.2,1.7%,-4%,-28%,10%,-22%,4.8,36
CCOc1ccc(-c2nnn(CC(=O)Nc3cccc(OC)c3)n2)cc1OCC,-0.3%,i,49,i,9.1,0.0%,-7%,-8%,8%,-32%,2.6,50
Cn1ccc(C(=O)OCC(=O)Nc2ccccc2Cl)n1,-0.1%,/,/,i,1.6,-2.7%,11%,-21%,4%,-6%,-0.2,51
COc1cc(C)ccc1OCCOCCOc1ccc([N+](=O)[O-])cc1,-0.2%,i,28,i,0.9,1.6%,16%,/,-7%,-12%,0.6,42
Cc1cc(S(=O)(=O)Nc2ccc3c(c2)COC3=O)ccc1F,-0.2%,i,23,i,0.1,3.6%,-4%,4%,9%,-6%,0.7,45
Cc1ccccc1N/C(SCc1cccc(Br)c1)=C(/C#N)C(N)=O,0.1%,i,43,i,0.2,12%,6%,18%,2%,-2%,17,74
COc1cc(C(=O)NC2(C(F)(F)F)NC(=O)N(CCCc3ccccc3)C2=O)cc(OC)c1OC (configuration not stated),-0.2%,i,20,i,0.2,1.6%,-4%,-26%,4%,-31%,6.5,46
COc1cc(C2C=C(C34CC5CC(CC(C5)C3)C4)NC(=S)N2)cc(OC)c1OC (configuration not stated),-0.1%,i,38,i,0.7,-0.1%,-31%,/,-2%,10%,5.9,58
CC(C)(C#N)NC(=O)c1ccco1,-0.1%,i,60,i,2.1,-0.3%,8%,17%,-1%,-13%,-1.2,62
O=C(Nc1ccc(S(=O)(=O)NCc2cccnc2)cc1)c1ccco1,-0.2%,i,49,i,0.7,9.4%,12%,-31%,0%,17%,-1.3,86
O=C(O)c1ccccc1CSC1=NCCS1,0.3%,i,56,i,0.5,0.7%,4%,12%,-3%,-22%,-1.6,36
Cc1nc2ccccc2c(=O)n1NC(=O)/C=C/c1ccccc1,-0.2%,i,62,i,0.1,2.0%,10%,14%,7%,-14%,-0.2,71
COc1cccc(-c2csc(N3CCN(C(=S)Nc4cccc(Cl)c4)CC3)n2)c1,-0.3%,i,25,i,5.7,-2.0%,28%,-23%,8%,46%,-0.7,41
Cc1nn(CCCC(=O)NCc2ccc(Cl)cc2)c(C)c1[N+](=O)[O-],0.4%,i,13,i,0.9,-2.8%,-6%,3%,14%,-20%,0.7,52
O=C(Oc1ccnc2cc(Cl)ccc12)N1CCCCCC1,-0.2%,i,48,i,1.9,-1.6%,4%,-6%,1%,33%,0.3,51
COCCNC(=O)C(=O)NNS(=O)(=O)c1ccc2ccccc2c1,1.4%,i,44,i,0.3,-3.7%,7%,-16%,-2%,-16%,-1.2,16
O=C(NC(=S)Nc1ccc2c(c1)OCCO2)c1ccccc1,0.5%,i,26,i,1.3,-1.8%,-194%,16%,8%,-29%,0.8,51
CCOc1ccc(C(=O)NCCCN(CC)CC)cc1,-0.1%,i,10,i,3.2,1.7%,3%,1%,-2%,-14%,-1.3,39
CCN(CC)c1ccc(NC(=O)c2nc3nc(C)cc(C(F)F)n3n2)cc1,-0.3%,i,27,i,2.9,-2.6%,7%,-35%,11%,-6%,3.1,65
Oc1ccc(Nc2nc(-c3cccs3)cs2)cc1,-0.3%,i,10,i,0.3,-1.2%,10%,-2%,9%,-24%,0.3,66
Cc1ccc(NC(=O)CSc2n[nH]c(-c3ccncc3)n2)c(C)c1,-0.3%,i,54,i,4.4,3.8%,-14%,-11%,-2%,36%,-0.5,66
c1ccc2c(c1)nc(NCc1ccc3c(c1)OCO3)n2CCN1CCOCC1,0.2%,i,48,i,0.9,/,-5%,/,-2%,-39%,0.8,72
COCCSc1nnc(NC(=O)C2CC(=O)N(c3ccc(OC)cc3)C2)s1 (configuration not stated),-0.3%,i,43,i,0.7,-0.1%,19%,-12%,6%,-21%,-1.5,59
O=C(Nc1nnc(SCc2ccc(F)cc2)s1)c1ccc2ncsc2c1,0.3%,/,/,i,0.2,-2.6%,-5%,0%,1%,31%,/,/
COc1cc2c(cc1OC)CN(Cc1cc(=O)oc3c(C)c(C)ccc13)CC2,1.2%,i,20,i,0.4,-0.8%,13%,-8%,-8%,11%,1.8,44
COC(=O)Cc1n[nH]c(=O)c2ccccc12,0.2%,i,14,i,5.4,1.2%,19%,-4%,7%,-7%,-0.4,63
COc1cc(NC(=O)Cn2cnc3sc(C)c(S(=O)(=O)N4CCN(C)CC4)c3c2=O)cc(OC)c1OC,-0.4%,i,36,/,/,4.9%,-1%,26%,11%,4%,-0.4,54
Cc1ccc(OCCn2c(Br)nc3c2c(=O)n(C)c(=O)n3C)cc1,1.1%,i,28,?,/,-0.2%,23%,-458%,-5%,31%,3.8,77
O=C1CNC(=S)N1C1CCCCCC1,0.2%,i,25,i,0.8,2.4%,-2%,-24%,2%,-25%,-2.0,38
CCCOc1cccc(/C=N/NC(=O)c2csc(C)c2C)c1,-0.2%,i,46,i,1.2,12%,-30%,-32%,11%,5%,-1.0,90
CC(=O)OC(C(=O)NC1CCCCC1)c1ccc(C#N)cc1 (configuration not stated),-0.1%,i,40,i,1.3,8.8%,8%,25%,-1%,-5%,-1.1,77
Cc1c(Cl)cccc1-c1ccc(/C=N/n2cnnc2)o1,0.1%,i,46,i,1.4,-2.4%,17%,-27%,12%,7%,0.1,27
Cc1ccc(C(=O)COc2ncnc3cc(Cl)ccc23)cc1,0.4%,i,24,i,0.4,-4.4%,-16%,-7%,12%,-4%,1.0,55
CC(=O)NC1C(=O)N(CCN2CCOCC2)c2ccc(Cl)cc21 (configuration not stated),0.0%,i,20,i,0.8,0.4%,-13%,-10%,-8%,-3%,/,/
CN(CCOc1ccccc1)C(=O)c1cc([N+](=O)[O-])cc([N+](=O)[O-])c1,-0.2%,i,6,i,0.2,0.4%,12%,-18%,8%,-31%,3.3,29
COc1cc(-c2n[nH]c(=S)n2Cc2ccccc2)cc(OC)c1OC,0.6%,i,26,+,22*,-1.2%,10%,39%,2%,-12%,/,/
CCCC(C)NC(=O)C1c2ccccc2Oc2ccccc21 (configuration not stated),-0.1%,i,71,i,0.6,3.0%,-4%,-40%[20 µM],-3%,8%,-0.7,54
CC(Sc1ccccn1)C(=O)Nc1ccc(S(N)(=O)=O)cc1 (configuration not stated),-0.1%,i,5,i,4.0,14%,5%,25%,-4%,11%,0.0,60
O=C(Nc1ccccc1F)N1CCCC1c1cccnc1 (configuration not stated),-0.2%,i,17,i,0.6,0.5%,3%,2%,-2%,-12%,0.9,60
N#C/C(=C(/O)c1ccc(Br)s1)c1nc2ccccc2[nH]1,0.4%,i,40,i,4.8,-3.1%,-9%,-58%[20 µM],-4%,9%,-2.5,63
COc1cccc(-c2nc(Oc3cccc(C)c3C)c3ccccc3n2)c1O,-0.1%,i,22,i,1.0,9.5%,-2%,10%,2%,-27%,0.3,65
Cn1c(N)c(C(=O)Nc2ccc(-c3ccccc3)cc2)sc1=S,0.6%,i,38,i,0.4,8.2%,-38%,33%,5%,4%,4.5,58
COc1ccc(-c2csc(NC(=S)NC(=O)c3cccs3)n2)cc1Br,0.2%,i,20,i,0.3,-1.6%,-17%,-2%,13%,-9%,3.8,57
COc1ccc(C2C(C(=O)NC(C)C)c3ccccc3C(=O)N2C)cc1OC (configuration not stated),0.3%,i,28,i,0.9,1.8%,-8%,4%,7%,-36%,-1.8,84
NC(=O)SCC(=O)Nc1ccccc1C(=O)O,0.5%,i,38,i,0.1,-0.8%,17%,16%,7%,-5%,0.7,93
CC(O)[C@H]1CN=C(N)N1CCCCC1CCCCC1 (some centres not stated),-0.1%,i,37,i,2.2,2.5%,3%,20%,-4%,-4%,-5.2,82
CCOC(=O)C1CCN(C(=O)CSc2cc(=O)n(CC)c3ccccc23)CC1,-0.1%,i,10,i,0.8,-0.7%,1%,-5%,10%,-42%,3.1,57

# A section taken from the entries so far, for reference:
SMILES,GPR55 beta-arrestin,T cell modulator,T cell modulator vesicle-bound %,Myeloid diff MLP,Myeloid diff MLP GFP+ MAC1+ %,KOR beta-arrestin-1,HEK293 NOD2/NF-kB,KOR beta-arrestin-2,GPR55 LPI antagonism,NOD1 NF-kB reporter,NTR1 ag,NTR1 ag cell count 20 µM
NC(=O)SCC(=O)Nc1ccccc1C(=O)O,0.5%,i,38,i,0.1,-0.8%,17%,16%,7%,-5%,0.7,93
CC(O)[C@H]1CN=C(N)N1CCCCC1CCCCC1 (some centres not stated),-0.1%,i,37,i,2.2,2.5%,3%,20%,-4%,-4%,-5.2,82
CCOC(=O)C1CCN(C(=O)CSc2cc(=O)n(CC)c3ccccc23)CC1,-0.1%,i,10,i,0.8,-0.7%,1%,-5%,10%,-42%,3.1,57
